FLuc counter: inhibits or activates purified firefly luciferase, miR-21 counter-screen; Potency, µM (titrated, usually from 57.5 µM), for inactives: at the top dose activity change, negative = inhibition, usual class: inhibitors; AID 588342; actives 6.9% (n = 360,000); P08659; purified FLuc, Km substrates, luminescence inhibition;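 note: plate controls were vehicle for no effect and reference inhibitor for full effect; nearly all actives have a fitted effect of over 55% in size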
Target sequence (P08659 whole entry, looked up): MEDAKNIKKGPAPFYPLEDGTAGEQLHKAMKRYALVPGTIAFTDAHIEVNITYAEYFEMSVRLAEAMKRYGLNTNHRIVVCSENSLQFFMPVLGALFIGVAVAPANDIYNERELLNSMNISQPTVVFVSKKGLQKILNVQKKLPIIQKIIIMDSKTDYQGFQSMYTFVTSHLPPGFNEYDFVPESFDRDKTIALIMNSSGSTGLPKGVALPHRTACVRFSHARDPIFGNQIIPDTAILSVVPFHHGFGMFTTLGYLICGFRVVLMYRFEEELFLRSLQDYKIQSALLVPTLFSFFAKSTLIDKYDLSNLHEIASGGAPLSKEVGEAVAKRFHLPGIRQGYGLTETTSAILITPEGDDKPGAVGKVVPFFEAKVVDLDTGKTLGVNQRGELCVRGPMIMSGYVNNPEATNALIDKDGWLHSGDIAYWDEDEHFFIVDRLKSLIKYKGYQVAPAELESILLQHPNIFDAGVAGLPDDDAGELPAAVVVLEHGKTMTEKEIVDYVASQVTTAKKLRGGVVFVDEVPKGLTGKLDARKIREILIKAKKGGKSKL
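Purified P. pyralis luciferase, 10 nM final, with Km-level 10 uM D-luciferin and 10 uM ATP in 50 mM Tris acetate pH 7.5, 10 mM Mg acetate, 0.01% Tween-20, 0.05% BSA; 6-point qHTS titration about 60 µM downward; luminescence read.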
MLL CXXC-DNA inh: MLL CXXC-DNA interaction inhibition; Q03164; actives 0.037% (n = 290,000); AID 2662; MLL-CXXC / FITC-HOXA9 DNA fluorescence polarization; Potency, µM (doses to about 115 µM), inactives show top-dose activity change, negative = inhibition, hits mostly inhibitors; active = well fitted inhibition curve with a large enough effect in the polarisation, with a control signal flat, not every such curve was filed as active; inconclusive = small, poorly fitted or top-dose-only effect, or effect the other way, or a change in a side signal; inactive = no such curve, though single readings can be large or run the other way; the % refers to the polarisation
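Fluorescence polarization: 7 uM MLL-CXXC (stock) preincubated 5 min with compounds, then 50 nM fluorescein-HOX-A9 DNA (stock) added; 30 min ambient. Buffer 50 mM Tris-HCl pH 7.5, 50 mM NaCl, 1 mM DTT, 0.05% BSA.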
ELG1 genotoxic: induces genotoxicity in HEK293T cells with luciferase-tagged ELG1 | HEK293T ELG1-luciferase reporter, luminescence, 16 h | Potency, µM (top dose mostly 46 µM), for inactives: top-dose activity change, positive = activation, actives largely listed as activators | actives 1.3% (n = 330,000) | AID 504466; note: % of control where 0% means no effect; nearly all actives have a fitted effect of over 60% in size
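Reporter readout depends on ELG1 protein level, which increases with genetic stress. After 16 hr compound exposure at 37 °C, luciferase activity was quantified using ONE-Glo.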
p53 reactivator: restores transcriptional activity of mutant p53; AID 504706; Potency, µM (doses to about 92.2 µM), without a hit: at the highest dose activity change, positive = activation, hits mostly activators; actives 0.063% (n = 320,000); H1299 p53-A138V BP100-luciferase reporter, luminescence, 24 h; note: % of control where 0% means no effect; nearly all actives have a fitted effect of over 45% in size
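H1299 (p53-null), stable ts p53-A138V + BP100-Luc; 1000 cells/well, Opti-MEM/10% FBS; cpd 4 pt, 1:5; 24 h, 37 deg C, 5% CO2; detection reagent 10 min RT; luminescence.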
uPA generation: cell surface uPA generation inhibition. cell surface uPA generation assay, qHTS. actives 0.31% (n = 330,000). Potency, µM (highest dose often 38.3 µM), without a hit: at the top dose activity change, negative = inhibition, hits mostly inhibitors. AID 540303; active = well fitted inhibition curve with a large enough effect; inconclusive = small, poorly fitted or top-dose-only effect; inactive = no such curve, though single readings can be large or run the other way; tested in mouse RAW 264.7 cells; note: % is set by controls: 0 for no effect and ±100 for the full control effect; nearly all actives have a fitted effect of over 55% in size
Rab9 prom act: activates the Rab9 promoter. actives 2.8% (n = 320,000). Potency, µM (doses to about 9.22 µM), for inactives: at the highest dose activation, negative = inhibition, usual class: activators. AID 485297. Huh7 Rab9 promoter-luciferase reporter, luminescence, 24 h; note: % of control where 0% means no effect; nearly all actives have a fitted effect of over 60% in size
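Huh7 cells stably carrying Rab9 promoter–luciferase reporter, plated 1500 cells/well, compound added after 2 h and incubated 24 h at 37 °C; luciferase luminescence then read after 10 min with detection reagent.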
BRCA1 expr up: increases BRCA1 expression; actives 1.1% (n = 380,000); AID 624202; Potency, µM (highest dose often 46.1 µM), inactives show top-dose activation, hits mostly activators; MCF7-BRCA1-FFLuc reporter, luminescence, 48 h; response scale: scaled: vehicle 0%, 10 µM genistein 100%; note: nearly all actives have a fitted effect of over 80% in size; some results filed as inactive show a strong effect at the top dose
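MCF7-BRCA1-FFLuc, 2000 cells/well; 2 h attach, 37 °C/5% CO2; compound 48 h; luciferase substrate 15 min; luminescence end-point. Norm. to genistein 10 microM max activation and DMSO; concentration-response curves fitted.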
MBNL1 CUG block: MBNL1-poly(CUG) RNA binding inhibition; Q9NR56; AID 2675; actives 0.036% (n = 280,000); TR-FRET MBNL1-His/biotin-(CUG)12 binding, 665/545 ratio; Potency, µM (doses to about 57.5 µM), for the others: at the highest dose activity change, negative = inhibition, actives largely listed as inhibitors; active = well fitted inhibition curve with a large enough effect in the signal ratio, with a control signal flat, not every such curve was filed as active; inconclusive = small, poorly fitted or top-dose-only effect, or effect the other way, or a change in a side signal; inactive = no such curve, though single readings can be large or run the other way; the % refers to the signal ratio; note: % is set by controls: 0 for no effect and ±100 for the full control effect
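TR-FRET readout: Ex 340 nm, 665/545 nm emission ratio, normalized to buffer-only (basal) and MBNL1-(CUG)12 controls. Complex of MBNL1-His with Biotin-(CUG)12, compounds 92 nM–58 uM, incubated 60 min at room temperature.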
NPC1 promoter act: activators of NPC1 promoter; Huh7 NPC1 promoter luciferase reporter, 24 h; Potency, µM (titrated, usually from 9.22 µM), for inactives: at the top dose activation, most hits filed as activators; actives 2.4% (n = 320,000);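 note: % of control where 0% means no effect; nearly all actives have a fitted effect of over 60% in size; reporter is driven by a mutant NPC1 promoter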
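Luminescence from an NPC1 promoter-driven luciferase reporter in stably transfected Huh7 cells was measured after 24 h compound treatment at 37 °C, followed by 10 min ambient incubation with luciferase detection reagent.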
Gal4-VP16 FLuc: counter-screen for ROR gamma inhibitors: Gal4-VP16 reporter. Potency, µM (top dose mostly 53.6 µM), for inactives: at the highest dose activity, negative = inhibition, actives largely listed as inhibitors. AID 2546. actives 3.5% (n = 310,000). Drosophila S2 Gal4-VP16 UAS-luciferase, luminescence, 20 h;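 note: Gal4-VP16 expression switched on by copper sulfate through the metallothionein promoter; % is set by controls: 0 for no effect and ±100 for the full control effect; nearly all actives have a fitted effect of over 50% in size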
RORgamma inh: blocks mouse ROR gamma transcriptional activity; P51450; Drosophila S2 Gal4-RORgamma UAS-luciferase reporter, 20 h; Potency, µM (top dose mostly 53.6 µM), without a hit: at the top dose activity change, negative = inhibition, hits mostly inhibitors; actives 5.4% (n = 310,000); AID 2551; note: % is set by controls: 0 for no effect and ±100 for the full control effect; nearly all actives have a fitted effect of over 60% in size
Target sequence (P51450 whole entry, looked up, the tested form may be a part): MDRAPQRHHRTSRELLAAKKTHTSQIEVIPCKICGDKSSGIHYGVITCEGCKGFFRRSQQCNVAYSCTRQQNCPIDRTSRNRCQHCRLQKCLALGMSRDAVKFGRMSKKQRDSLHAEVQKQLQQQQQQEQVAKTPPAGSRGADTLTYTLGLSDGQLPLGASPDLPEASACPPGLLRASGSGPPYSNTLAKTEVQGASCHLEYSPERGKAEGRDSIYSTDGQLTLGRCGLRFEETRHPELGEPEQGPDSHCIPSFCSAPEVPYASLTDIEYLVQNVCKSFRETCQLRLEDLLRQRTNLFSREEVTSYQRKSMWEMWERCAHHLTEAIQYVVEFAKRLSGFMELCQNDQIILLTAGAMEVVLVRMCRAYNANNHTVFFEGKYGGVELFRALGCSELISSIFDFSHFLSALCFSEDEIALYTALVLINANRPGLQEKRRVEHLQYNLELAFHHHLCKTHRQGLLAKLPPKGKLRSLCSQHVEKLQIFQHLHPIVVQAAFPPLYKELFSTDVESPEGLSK
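Stable Schneider cell line, Gal4 DNA-binding domain fused to ROR gamma, UAS-luciferase. Cmpd 1 hr RT → CuSO4 700 uM final → 20 hr RT → luciferase reagent 10 min → luminescence.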
Active calls of the source: *; ? = inconclusive; nt = not tested or not shown; [ ] = remark or other dose. Unless noted, calls come from the whole dose curve; as a rule, active = well fitted curve in the direction sought with a large enough effect; inconclusive = small, poorly fitted or top-dose-only effect, or another doubt; inactive = no such curve, though single readings can be large; an effect the other way counts as inactive or inconclusive. Potency is the fitted concentration of half-maximal effect.

Compound,FLuc counter,MLL CXXC-DNA inh,ELG1 genotoxic,p53 reactivator,uPA generation,Rab9 prom act,BRCA1 expr up,MBNL1 CUG block,NPC1 promoter act,Gal4-VP16 FLuc,RORgamma inh
COc1ccc(NC(=O)CC(C)CC(=O)NCc2ccc(F)cc2)c(OC)c1 (stereo not drawn),3%,-4%,-2%,-4%,-1%,-1%,-1%,-7%,-3%,4%,4%
CC(=O)NC1=NN(C(C)=O)C(C)(CCS(=O)(=O)c2ccc(Br)cc2)S1 (stereo not drawn),-2%,3%,-2%,-10%,-1%,0%,-2%,5%,0%,-4%,12%
CC(C)Nc1c([N+](=O)[O-])c(=O)oc2ccccc12,1%,-4%,-1%,-2%,2%,-3%,3%,?,-1%,-2%,-14%
Cc1c(NC(=O)OCCNC(=O)Nc2ccccc2)sc(=S)n1C,-1%,0%,1%,-6%,0%,0%,-9%,-4%,-2%,-7%,16%
CCOC(=O)c1[nH]cnc1C(=O)N[C@@H](C)c1ccccc1,1%,nt,7%,6%,-2%,-2%,10%,nt,-2%,nt,nt
O=C(Cn1nc(-c2ccccc2)ccc1=O)NCC1CCCO1 (stereo not drawn),-2%,-10%,1%,1%,nt,-8%,2%,10%,3%,-9%,0%
O=C(NNC(=O)c1ccncc1)Nc1cccc(C(F)(F)F)c1,-11%,7%,1%,1%,6%,-4%,5%,-5%,-3%,-3%,3%
C/C(=N\NC(=O)c1nnn(-c2nonc2N)c1CSc1ccccc1)c1ccc2c(c1)OCO2,3%,-6%,2%,1%,-1%,0%,11%,-6%,-5%,2%,-24%
O=C(CCCSc1nc2ccccc2[nH]1)NC1=NCCS1,-7%,-12%,-1%,12%,8%,9%,8%,-14%,-3%,-6%,1%
Cc1cc(C)cc(NC(=O)C(NCCN2CCOCC2)c2ccccc2)c1 (stereo not drawn),3%,-4%,-3%,-2%,-1%,0%,-13%,-5%,1%,6%,-12%
COc1ccc2cc(CN(CCCN3CCOCC3)Cc3nnnn3C3CCCC3)c(=O)[nH]c2c1,3%,0%,0%,4%,-12%,1%,9%,?,12%,-13%,-10%
CC(=O)C1=C(C)OC(N)=C(C#N)C1c1cc2cccc(C)c2nc1Cl (stereo not drawn),-7%,-2%,-2%,-2%,nt,-6%,-6%,0%,0%,-1%,-6%
N#Cc1ccc(Cn2ccnc2C(=O)Nc2ccccc2)cc1,?,-2%,8%,5%,4%,6%,59%,-1%,4%,5%,?
CCOC(=O)c1oc2ccccc2c1NC(=O)c1cc(OC)cc(OC)c1,3%,-10%,-11%,7%,nt,-3%,-5%,-5%,-2%,-1%,9%
COc1cc(-c2nn3c(Cc4ccccc4)nnc3s2)cc(OC)c1OC,4%,21%,1%,-12%,nt,-11%,-46%,16%,-1%,-14%,-7%
CCC(=O)Nc1cccc(-n2nnnc2SCC(=O)N(C(C)C)C(C)C)c1,2%,-17%,-4%,-1%,nt,-3%,-8%,1%,-2%,-2%,14%
O=C1/C(=C/c2ccc(F)cc2)SC(=S)N1NS(=O)(=O)c1ccccc1,-13%,-4%,-3%,1%,-3%,-2%[1.84 µM],0%,0%,-2%,-2%,32%
COCCN(Cc1cc2cc(C)cc(C)c2nc1Cl)C(=O)Nc1ccccc1,?,0%,1%,?,?,-2%,-61%,-3%,-20%,9%,?
CCOc1ccccc1N(C(=O)CNS(=O)(=O)c1ccccc1)C(CC)C(=O)NCc1ccco1 (stereo not drawn),2%,-9%,0%,4%,-10%,-7%,-31%,-4%,0%,9%,44%
Cc1ccc(S(=O)(=O)NCC(c2ccccc2)N2CCN(CCC#N)CC2)cc1 (stereo not drawn),-1%,-5%,-1%,-4%,6%,-3%,2%,1%,0%,-3%,-38%
CCS(=O)(=O)c1ccc2oc(Nc3ccccc3Br)nc2c1,9.5µM*,7%,10µM*,6%,-6%,2µM*,60%,-12%,2.5µM*,-5%,25%
Cc1nn(C)c(NC(=O)c2ccc(Cl)cc2)c1Cl,-2%,-10%,-17%,1%,-3%,0%,1%,4%,-2%,5%,3%
CC(=O)O/N=C/c1c(NCc2ccccc2)nc2c(C)cccn2c1=O,4%,3%,14%,5%,8%,19%,-17%,3%,-3%,-7%,17%
CCN(CCNC(=O)C1CCN(S(=O)(=O)CC)CC1)c1ccccc1,2%,1%,0%,-3%,4%,-8%,-5%,3%,-2%,-3%,10%
O=C(NCc1nnnn1-c1ccc(F)c(F)c1)C(=O)c1c[nH]c2ccccc12,0%,nt,-5%,-7%,23%,-1%,-1%,nt,-2%,nt,nt
Cn1c(=O)[nH]c(Nc2ccccc2)c([N+](=O)[O-])c1=O,-22%,-14%,0%,5%,0%,2%,-4%,?,-2%,3%,-1%
COC(=O)N/N=C/c1ccc(OS(=O)(=O)c2ccc(C)cc2)c(OC)c1,2%,1%,-3%,-4%,6%,-2%,-8%,4%,-4%,-6%,37%
COc1ccc(C)cc1NC(=O)CN1C(=O)C2CC=CCC2C1=O (stereo not drawn),nt,nt,2%,-2%,19%,-4%,-1%,nt,-2%,nt,nt
O=[N+]([O-])c1ccc2c(c1)/C(=N\O)c1ccccc1-2,2%,0%,-5%,2%,-4%,-17%,0%,?,-4%,-12%,-3%
CCCc1[nH]n(-c2nc3ccccc3s2)c(=O)c1C=NCC1CCCO1 (stereo not drawn),-18%,0%,2%,?,-3%,14%,49%,-11%,6%,?,40%
O=C(NCCC1CCCC1)C1CCC(=O)N(CCCN2CCCC2=O)C1 (stereo not drawn),-3%,11%,3%,nt,3%,0%,1%,5%,-2%,6%,-36%
CCc1ccc2nc(NC(=O)C3CSC4(C)CCC(=O)N34)sc2c1 (stereo not drawn),12µM*,nt,?,3%,-7%,9%,42%,nt,15%,nt,nt
Cc1nc2ccc(CCO)cc2s1,-13%,-2%,3%,20%,-1%,-4%,18%,-4%,-2%,7%,-9%
Cc1cc(C)cc(C(=O)O/N=C(\N)c2ccc(Br)cc2)c1,-20%,3%,1%,2%,-6%,?,-2%,5%,?,?,-20%
Cc1cc2cc(C)c(NCCNC(=O)c3ccccc3Cl)nc2cc1C,-20%,-1%,-6%,16%,1%,-2%,-13%,-7%,-6%,-4%,-9%
COc1ccc2c(C)nc(N/C(N)=N/S(=O)(=O)c3ccc(C)cc3)nc2c1,-2%,19%,-5%,-10%,-11%,-8%,0%,-8%,-3%,-2%,-3%
CCCOc1ccc(/C(O)=C2/C(=O)C(=O)N(CCN(C)C)C2c2ccco2)cc1 (stereo not drawn),-18%,0%,6%,?,6%,1%,35%,6%,1%,-2%,15%
Cn1c(Nn2cnnc2)nc2ccccc21,1%,8%,-1%,-12%,3%,2%,-2%,-11%,1%,-3%,-40%
Cc1ccc(S(=O)(=O)N2CCCCC2)cc1C(=O)NCCN1CCOCC1,-2%,nt,0%,-3%,-4%,-1%,-15%,nt,-2%,nt,nt
COc1ccc(-n2c(=S)[nH]c3ncccc3c2=O)cc1,-1%,-1%,9%,4%,10%,-2%,16%,5%,-4%,-2%,?
CC(C)(C)NC(=O)CN(C(=O)CCC(=O)Nc1nccs1)c1ccc2c(c1)OCCO2,0%,4%,-1%,-8%,-1%,-1%,-34%,-1%,0%,-19%,9%
O=C1CSC(c2ccccc2)N1Cc1ccccc1 (stereo not drawn),0%,-2%,0%,-3%,nt,4%,nt,-10%,1%,4%,12%
O=C(CN1C(=O)/C(=C/c2cccc(Br)c2)SC1=S)NC1=NCCS1,-20%,?,3%,16%,2%,0%,15%,-1%,-1%,6%,-33%
CCNC(=O)Nc1ccc(-n2nc(C)c(C(=O)OCC)c2C)nc1,-6%,6%,13%,0%,-9%,-4%,10%,1%,-4%,7%,7%

An excerpt; the hit share may differ from the screen's.
